Compound activity from PubChem.
ER stress rescue: rescue of cells from ER stress-induced death, primary screen, 384-well, CSM14.1, thapsigargin, ATP luminescence (AID 1222); cellular ATP content (survival), % at 20 µM; hits with a dose series show EC50 in µM; 190,000 tested, under 10 active; CSM14.1 thapsigargin-induced death rescue, ATP luminescence; higher % means a stronger effect;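 active = EC50 below 50 µM in the dose-response confirmation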;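 also: death triggered by thapsigargin at about 15 µM added after 2 h compound pretreatment; cell ATP read after overnight thapsigargin exposure of roughly 18 to 22 hours; normalized against plate controls of thapsigargin alone and 5% DMSO vehicle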
bCat nuc transl: alters nuclear translocation of beta-catenin in HeLa cells; immunofluorescence imaging; actives 0.3% (n = 190,000); nuclear translocation activity, % at 5 µM;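 active = nuclear translocation activity above 50% at 5 µM, with a well cell count of 50 or more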;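 also: per-cell ratio of nuclear to cytoplasmic median beta-catenin stain intensity; plate controls were DMSO negative control for no effect and GSK-3 inhibitor IX positive control for full effect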
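assay system = human HeLa cells, endogenous beta-catenin | times = compound treatment 24 h, 37°C, 5% CO2 | detection = Anti-beta-catenin immunofluorescence on PFA-fixed, Triton-permeabilized cells, DAPI nuclei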
Dynein cargo inh: blocks dynein driven cargo transport along microtubules; actives 0.47% (n = 220,000); z-score, hits read low; AID 1381; 3617.4 mouse cells, GR-EGFP nuclear translocation imaging; test concentration mostly 20 µM; stimulated with dexamethasone, 1 µM; hits give low values;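 active = plate z-score of nuclear minus cytoplasmic receptor signal below a set negative limit, without overly bright fluorescence or cell loss, cut at about -3.5 in these data, passing the limit was not always enough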;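 also: z-score of nuclear minus cytoplasmic ring GR-EGFP intensity difference per well; some compounds called inactive have numbers as strong as hits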
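Also added – dexamethasone, 1.0 µM final · Buffer or medium – tet-free, stripped-serum medium · Schedule – induction 48 h, compound 1 h, agonist 30 min · Detection – formaldehyde fixation, Hoechst nuclear stain, 10x automated fluorescence imaging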
Lipid droplet: modulators of hepatic lipid droplet formation; AML12 mouse hepatocytes, oleate lipid droplets, BODIPY imaging; actives 0.4% (n = 240,000); AID 1656; inhibition, % at 6.5 µM;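 active = lipid droplet intensity inhibited by at least 50%, with more than 500 cells counted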
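Material – mouse AML12 hepatocyte cell line, fixed after treatment · Compound dosing – one dose, 6.5 µM compound · Times – compound with oleate, overnight · Measured by – Image-based BODIPY and DAPI two-channel analysis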
MT stabilizer: microtubule stabilization, imaging screen; HeLa tubulin immunostaining HCS, 24 h; share of cells brighter than vehicle mean+2SD; % tubulin-high responders, % at 10 µM; actives 0.83% (n = 200,000);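 active = plate Z-score above 3 for both tubulin-high and condensed-nucleus cell shares, with cell loss under 80%, at 10 µM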;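 also: anti alpha tubulin signal scored within the nucleus-defined area of each cell; some results filed as inactive read as strong as hits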
T cell HTS: modulates CD8 T cell binding to vesicles; actives 0.068% (n = 330,000); 2C CD8+ T cell-vesicle binding, flow cytometry; hits give low values; calls only at 7 µM;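 active = response, share of CD8 T cells binding vesicles, and their 90th percentile fluorescence all below set limits, cut at about 80% in these data, passing the limit was not always enough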
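System: murine 2C transgenic CD8+ T lymphocytes; also added: QL9-loaded Drosophila micro-vesicles; times: binding 1.5 h at 37 °C; measured by: flow cytometry, PE anti-B7-1 (FL2) versus Alexa647 anti-CD8 (FL8), PFA-fixed; control set: Peptide-free naked vesicles (low) and QL9 vesicles with 0.7% DMSO vehicle (high)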
Autophagy HCS: modulators of autophagy | MEF GFP-LC3 puncta imaging; test concentration mostly 10 µM | calls only at 10 µM (by protocol) | actives 0.98% (n = 190,000) | AID 463193;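 active = percentage of spot-positive cells more than 3 SD above its plate mean, without a fluorescence outlier flag or 80% toxicity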;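 also: spot-positive cell cutoff set from DMSO-treated cells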
Insulin prom up: MIN6 insulin promoter up-regulation; MIN6 insulin promoter-GFP reporter, high-content imaging; hits give high values; z-score at 5 µM; actives 0.3% (n = 190,000); AID 1625;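 active = z-score above 3 at 5 µM with at least 500 cells counted in the well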
PhoP inhibition: inhibitors of PhoP regulon expression, primary screen, Salmonella Typhimurium, GFP reporter (AID 1863); S. Typhimurium PhoP-regulated promoter GFP reporter, 4 h; higher % means a stronger effect; actives 0.16% (n = 300,000); inhibition, % at 50 µM; hits with a dose series show IC50 in µM;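 active = inhibition over 29.93%, a cutoff 3 SD above the screen mean, later confirmed by dose response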;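 also: 0% = low Mg2+ inducing control and 100% = high Mg2+ repressing control; strong numbers were not always called active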
Dynein cargo inh cytoplasmic EGFP: second read-out of Dynein cargo inh, no call of its own (marks repeat the call); z-score; measured here: cytoplasmic GR-EGFP intensity; hits give high values
Dynein cargo inh nuclear GR-EGFP: recorded beside Dynein cargo inh, whose call it bears; z-score; measured here: nuclear GR-EGFP intensity;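 lower value marks the stronger effect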
Dynein cargo inh cell count: further read-out of Dynein cargo inh, marked with its call; z-score; measured here: cell count per field
Insulin prom up cell count: also measured in Insulin prom up; calls as there; cell count; measured here: cytotoxicity, nuclei count;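 total cells summed across four imaged fields per well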
Lipid droplet cells 6.5 µM: recorded beside Lipid droplet, whose call it bears; cell count; measured here: cell count, cytotoxicity flag;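 cells counted across two imaged fields per well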
bCat nuc transl cell count 5 µM: further read-out of bCat nuc transl, marked with its call; cell count; measured here: cell count, cytotoxicity flag
T cell HTS vesicle-bound %: second read-out of T cell HTS, no call of its own (marks repeat the call); double positive events, %; measured here: CD8+ vesicle-bound cell fraction;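 binding gate set so that unloaded-vesicle control wells show 10% double positive cells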
MT stabilizer Hoechst-high %: further read-out of MT stabilizer, marked with its call; % Hoechst-high responders; measured here: nuclear condensation Hoechst responders;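 share of cells brighter than vehicle mean plus two SD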
MT stabilizer cytotoxicity %: recorded beside MT stabilizer, whose call it bears; toxicity, %; measured here: cytotoxicity by cell density;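 0% = mean cell density of plate MIN control wells and 100% = no cells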
Autophagy HCS cell loss 18 h: second read-out of Autophagy HCS, no call of its own (marks repeat the call); toxicity, %; measured here: cell loss, nuclei count;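 cell loss after 18 h compound exposure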
Starred values were filed as active, the others as inactive; i = inactive; . = not tested or not shown. The order is random. About 3% of those tested had a hit in this group.

[1] O=C(C[n+]1cccc(/C=N/O)c1)N1CCCCCC1
[2] CCCCNC(c1ccccc1)c1ccncc1 (stereo unspecified)
[3] O=C(N/N=C/c1coc2ccccc2c1=O)c1cc(O)cc(O)c1
[4] Cc1nonc1C(=O)N/N=C/c1ccc(O)c(O)c1
[5] CCN(CC)CCCn1c(=S)[nH]c2ncccc2c1=O
[6] [O-]/C(=C(\C(=S)Nc1ccc(SC(F)F)cc1)[n+]1ccccc1)c1cc(Cl)ccc1Cl
[7] CN1C(=O)C(CC(=O)Nc2ccc(F)cc2)N(NC(=O)c2cccc(F)c2)C1=S (stereo unspecified)
[8] COC(=O)c1sccc1N/N=C(\C)c1ccc(F)c(Cl)c1

compound no.	1	2	3	4	5	6	7	8
ER stress rescue	1.8%	-0.2%	0.6%	0.7%	-1.3%	3.8%	.	-0.9%
bCat nuc transl	-0.6	.	.	-1.7	.	-0.1	0.6	.
bCat nuc transl cell count 5 µM	1066	.	.	1037	.	1045	1263	.
Dynein cargo inh	-0.32	-0.19	0.99	-0.54	-0.5	0.14	0.24	-0.67
Dynein cargo inh cytoplasmic EGFP	-0.36	-0.34	-0.1	-0.22	-0.15	-0.3	-0.26	0.063
Dynein cargo inh nuclear GR-EGFP	-0.43	-0.35	0.53	-0.28	-0.15	0.34	0.13	-0.1
Dynein cargo inh cell count	0.35	-0.058	-1.1	-0.19	0.26	0.26	-0.25	0.67
Lipid droplet	-3	10	3	3	15	-22	4	26
Lipid droplet cells 6.5 µM	692	759	685	691	804	700	700	842
MT stabilizer	1.9	0.6	3.5	6.1	1.4	8.3	.	2.0
MT stabilizer Hoechst-high %	2.4	0.9	3.2	2.0	1.1	1.8	.	1.1
MT stabilizer cytotoxicity %	5.4	6.9	7.4	3.6	8.6	5.7	.	2.3
T cell HTS	i	i	.	i	i	i	i	i
T cell HTS vesicle-bound %	54	40	.	0	16	61	26	56
Autophagy HCS	i	i	i	i	i	i	.	i
Autophagy HCS cell loss 18 h	4	1	2	5	33	8	.	21
Insulin prom up	-0.53	.	-0.23	1.9	0.8	0.06	.	0.1
Insulin prom up cell count	1217	.	1023	1493	885	1028	.	957
PhoP inhibition	-4%	-3%	-2%	5%	-5%	-3%	-9%	30%

[9] CCC1(CC)NC(=O)N(CC(=O)OCn2nnc3ccccc3c2=O)C1=O
[10] Cc1cc(NC(=O)/C(C#N)=C/c2ccc(-c3cccc(C(F)(F)F)c3)o2)n(-c2ccccc2)n1
[11] CCOc1cc(C(=O)N2CCOCC2)ccc1OCc1ccccc1
[12] CCCCN(CCCC)c1ncnc2nc[nH]c12
[13] COc1ccc(C(=O)N/N=C\c2coc3ccccc3c2=O)cc1
[14] Cc1noc(C)c1S(=O)(=O)Nc1ccc(C(=O)N2CCN(c3ccc(Cl)cc3)CC2)cc1
[15] CC(=O)c1ccc(NC(=S)N2CCN(c3cccc(Cl)c3)CC2)cc1
[16] Cc1ccc(NC(=O)C(=O)NCCOc2ccc(Cl)cc2)c(C)c1

compound no.	9	10	11	12	13	14	15	16
ER stress rescue	-0.5%	3.1%	-0.8%	-0.5%	.	-2.0%	2.1%	-1.6%
bCat nuc transl	-1.4	0.2	-0.8	-0.2	-2.8	-1.5	-1.0	-0.2
bCat nuc transl cell count 5 µM	1228	909	1213	1443	1168	703	1044	1146
Dynein cargo inh	3.2	-0.45	2.1	2.5	-0.53	-0.1	1.4	0.42
Dynein cargo inh cytoplasmic EGFP	-0.058	-0.29	-0.26	-0.24	-0.24	-0.19	0.98	-0.085
Dynein cargo inh nuclear GR-EGFP	1.8	-0.45	-0.057	0.83	-0.29	0.095	1.2	0.42
Dynein cargo inh cell count	-2	0.6	-0.66	-0.12	0.28	0.038	-1.4	-0.54
Lipid droplet	.	-37	2	-2	5	.	8	-48
Lipid droplet cells 6.5 µM	.	535	738	737	724	.	645	531
MT stabilizer	3.3	4.3	1.9	2.3	.	1.8	3.7	1.9
MT stabilizer Hoechst-high %	1.8	2.6	2.2	2.1	.	1.4	1.4	2.2
MT stabilizer cytotoxicity %	3.9	7.6	8.8	2.5	.	4.4	8.7	0.8
T cell HTS	i	i	i	i	i	i	i	i
T cell HTS vesicle-bound %	18	48	44	44	14	18	56	38
Autophagy HCS	i	i	i	i	.	i	i	i
Autophagy HCS cell loss 18 h	6	6	-8	-4	.	66	-15	5
Insulin prom up	-0.65	-0.19	0.62	-0.68	-0.11	0.14	-0.66	0.03
Insulin prom up cell count	1018	1425	1239	1385	1434	1279	1559	1286
PhoP inhibition	4%	-6%	1%	7%	-7%	-17%	0%	-6%

An excerpt from above in order of the Dynein cargo inh value, largest number first.
no. | SMILES | Dynein cargo inh
11 | CCOc1cc(C(=O)N2CCOCC2)ccc1OCc1ccccc1 | 2.1
16 | Cc1ccc(NC(=O)C(=O)NCCOc2ccc(Cl)cc2)c(C)c1 | 0.42
14 | Cc1noc(C)c1S(=O)(=O)Nc1ccc(C(=O)N2CCN(c3ccc(Cl)cc3)CC2)cc1 | -0.1

(list continues)
[17] COc1ccc(C(=O)N2CCN(Cc3ccccc3C)CC2)cc1OC
[18] NC(=O)NCc1ccc(Cl)cc1
[19] O=C1CC(N2CCCCCC2)C(=O)N1c1ccc(F)cc1 (stereo unspecified)
[20] CC(=O)c1cnc2c(-c3ccccc3)c(C)nn2c1C
[21] Cc1ccc(OCC(=O)Nc2ccc(S(=O)(=O)N3CCCCC3)cc2)c([N+](=O)[O-])n1
[22] Cc1ccc(Nc2nc(N)nc(CSc3nccn3C)n2)cc1
[23] O=C(Cc1c[nH]c2ccccc12)NCc1ccccc1F
[24] C=CCn1cnc2scc(-c3ccc(C)cc3)c2c1=O

compound no.	17	18	19	20	21	22	23	24
ER stress rescue	1.9%	2.0%	-2.2%	-1.6%	1.0%	-1.1%	-0.4%	-0.3%
bCat nuc transl	0.4	-0.9	-1.4	-0.9	-1.1	.	-2.1	.
bCat nuc transl cell count 5 µM	1126	1369	934	1140	1107	.	1134	.
Dynein cargo inh	0.16	0.45	0.45	-0.77	0.6	0.18	0.27	0.15
Dynein cargo inh cytoplasmic EGFP	-0.25	-0.18	-0.19	-0.14	-0.16	-0.17	-0.37	0.19
Dynein cargo inh nuclear GR-EGFP	-0.61	-0.05	0.25	-1	0.82	0.45	0.058	0.46
Dynein cargo inh cell count	-0.011	-0.03	-0.61	1	-0.8	-0.27	0.38	-0.16
Lipid droplet	12	.	8	18	11	2	-5	17
Lipid droplet cells 6.5 µM	715	.	672	692	691	703	649	865
MT stabilizer	2.0	2.7	2.1	2.1	2.1	2.5	4.1	1.0
MT stabilizer Hoechst-high %	1.6	1.7	1.5	1.7	3.0	2.0	1.6	0.9
MT stabilizer cytotoxicity %	9.8	3.8	12	0.4	7.8	7.5	8.3	4.7
T cell HTS	i	i	i	i	i	i	i	i
T cell HTS vesicle-bound %	31	41	47	32	3	36	23	58
Autophagy HCS	i	i	i	i	i	i	i	i
Autophagy HCS cell loss 18 h	0	16	1	-11	24	-3	30	0
Insulin prom up	-0.34	-0.89	-0.36	-0.48	-0.15	1.2	-0.63	-0.76
Insulin prom up cell count	1170	1632	1514	1157	1276	1245	1366	976
PhoP inhibition	-1%	-3%	-1%	11%	-4%	0%	-8%	-2%

[25] CCn1c2ccc(C)cc2c2nnc(SCCN3CCOCC3)nc21
[26] Oc1ccc(/C=N/Nc2ccnc3cc(Cl)ccc23)cc1O
[27] CC1C=CCC2C(=O)N(c3ccc(OC(=O)c4ccco4)cc3)C(=O)C12 (stereo unspecified)
[28] O=C(NCCCn1ccnc1)c1ccncc1

compound no.	25	26	27	28
ER stress rescue	1.5%	.	-1.7%	0.1%
bCat nuc transl	1.0	0.8	0.3	0.6
bCat nuc transl cell count 5 µM	1090	1335	1484	1204
Dynein cargo inh	2	-2.2	-1.3	0.36
Dynein cargo inh cytoplasmic EGFP	-0.014	-0.3	-0.32	-0.25
Dynein cargo inh nuclear GR-EGFP	1.7	-1.5	-0.84	0.18
Dynein cargo inh cell count	-1.2	0.026	2.1	0.35
Lipid droplet	-14	4	2	6
Lipid droplet cells 6.5 µM	668	653	674	749
MT stabilizer	2.8	.	6.3	3.5
MT stabilizer Hoechst-high %	0.8	.	0.6	2.8
MT stabilizer cytotoxicity %	1.6	.	9.8	4.0
T cell HTS	i	i	i	i
T cell HTS vesicle-bound %	12	36	43	20
Autophagy HCS	i	.	i	i
Autophagy HCS cell loss 18 h	-3	.	3	-2
Insulin prom up	-2.2	-3	0.11	1.5
Insulin prom up cell count	1443	789	1337	1037
PhoP inhibition	7%	-14%	3%	9%
